Assay outcomes (PubChem BioAssay)
LDHA inh – inhibitors of human lactate dehydrogenase A | purified LDHA, NADH/diaphorase-resazurin fluorescence; hits give low values | activity change, % (values are at about 110 or 230 µM) | actives 0.15% (n = 480,000) | AID 1347041; in the data active = activity change below about -30%; inconclusive = mostly about -25% to -30%;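 also: plate controls were DMSO wells for no effect and wells without enzyme for full effect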
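Human LDH5 at 2 nM final in Tris HCl pH 7.4 with 0.06 mM NADH and 0.2 mM pyruvate, reacted 5 minutes at room temperature. Remaining NADH coupled via diaphorase/resazurin; resorufin fluorescence read at 0 and 20 minutes, normalized to enzyme-free and DMSO wells.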
* hit, by the source's call; ? = inconclusive. Some of the compounds tested. The share of hits here may be higher or lower than overall.

molecule,LDHA inh
CCn1nc(C(=O)Nc2nc(-c3cccs3)cs2)c2ccccc2c1=O,7
O=C(Nc1ccc(S(=O)(=O)N2CCCC2)cc1)c1cc(-c2cccc(F)c2)no1,6
Cc1cc(/C(=N\O)C(C)(C)NO)ccc1Cl,5
CCCc1cc(=O)oc2cc(OCc3c(C)c(C)cc(C)c3C)ccc12,-8
N#Cc1ccccc1-c1ccc(CN2CCCC2)cc1,6
CN(C)S(=O)(=O)c1cc(NC(=O)c2nn(-c3ccccc3)c(=O)c3ccccc23)ccc1Cl,-1
COC(=O)C[C@@H]1CC[C@@H](NC(=O)Nc2cc(F)ccc2F)[C@@H](CO)O1,-10
O=c1oc2ccccc2c(NC2CCCCC2)c1NS(=O)(=O)c1cccs1,8
O=C(CNC(=O)C1CCC(CNS(=O)(=O)c2ccc(Cl)cc2)CC1)NCCO (centres undefined),0
CN(C)C(=O)Cc1ccc(C(F)(F)F)cc1,1
CCc1ccc(NC(=O)NCc2nc(-c3ccccc3)oc2C)cc1,-9
CC(C)c1nnc(SCC(=O)NC2CCCCCC2)o1,-7
CCOC(=O)N1CCN(C(C(=O)O)c2c[nH]c3ccc(C)cc23)CC1 (centres undefined),-8
CCn1c(SCC(=O)Nc2nncs2)nnc1C1CCCC1,-8
Cc1ccc(SCC(=O)NC2(C#N)CCCCC2)nc1,-25
Cc1ccc(C)c(NC(=O)CCNC(=O)C2CCCC2)c1,3
CCN(CC)CCNC(=O)Cc1nn(C(C)C)c(=O)c2ccccc12,3
Cc1ccc(N(CC(=O)NC2CCCCCCC2)S(=O)(=O)N(C)C)cc1,0
Cn1c(C(=O)N2CCN(C(=O)C(C)(C)C)CC2)cc2ccccc21,1
Cc1cc(C)c(S(=O)(=O)N2CCN(c3ccc(N4CCCCCC4)nn3)CC2)c(C)c1,8
Cc1cccc(S(=O)(=O)N2CCN(S(=O)(=O)c3ccc4c(c3)OCCO4)CC2)c1,-1
CCN(CC)c1ccc(Nc2nc(-c3sc(NC(=O)c4ccccc4)nc3C)cs2)cc1,4
CC(C)(C)C1CCCCC1NCc1cccc(C#N)c1 (centres undefined),-6
Cc1ccc2nc(-c3ccc(NC(=O)C(C)C)cc3)oc2c1,0
CCCOc1ccc(/C=C/C(=O)Nc2cc(C(C)(C)C)ccc2OC)cc1OC,9
Cc1ccccc1OCC(O)CN1CCN(c2nccs2)CC1 (centres undefined),3
c1ccc(OCc2nc(-c3ccc4c(c3)OCCCO4)cs2)cc1,2
COCCOc1ccc(C(=O)NC(C)(C)C)cc1Br,2
COc1ccc(Nc2ccccc2)cc1,15
COc1cc(C#N)ccc1OCc1ccc(OC(F)F)c(OC)c1,10
Cc1cc(C(=O)Cn2cnc3c2c(=O)n(C)c(=O)n3C)c(C)[nH]1,0
CCCCn1cnc2c1c(=O)n(CC(=O)Nc1ccc3c(c1)OCCO3)c(=O)n2Cc1ccccc1,-2
CCN1CCN(C(=O)c2ccc3[nH]c(C)c(C)c3c2)CC1,-5
CC(C)CCn1nc(C(=O)OCc2nnc(-c3ccccc3)o2)c2ccccc2c1=O,5
CCCn1c(=O)c2sc(N3CCC(C)CC3)nc2n(CC(=O)Nc2cc(Cl)ccc2C)c1=O,4
O=C(NCCOc1ccccc1)c1cc2ccccc2oc1=O,4
O=C1/C(=C/c2cccc(Cl)c2Cl)C(c2ccccc2)Oc2ccccc21 (centres undefined),-3
COc1ccc(C(NC(=O)NCc2ccccc2)c2ccc(OC)cc2)cc1,0
CC(C)c1ccc(NC(=S)NNC(=O)C(N)=O)cc1,-3
O=C(NC1CC1)c1cc2occc2n1Cc1ccccc1F,1
Cn1c(C(=O)N2CCC(C(N)=O)CC2)cc2ccccc21,15
CCOC(=O)[C@]12CCCC=C1N(CCc1ccc(OC)c(OC)c1)C(=O)[C@H](CC(=O)NCCCN1CCCC1=O)C2,0
CC(Sc1ccc(C#N)cc1)C(=O)NC1CCCC1 (centres undefined),-3
N#Cc1ccc(C(=O)Nc2ccc3nc(CCc4ccccc4)[nH]c3c2)cc1,12
CC(C)(C)NC(NC(=O)c1ccc(Br)cc1)C(Cl)(Cl)Cl (centres undefined),0
COc1ccc(-c2cnc(NC(=O)NCc3ccccc3)n2C)cc1,9
Cc1cc(N2CCCC2)nc(Nc2ccc(NS(=O)(=O)c3ccc(Br)cc3)cc2)n1,12
O=c1oc2ccc(Cl)cc2cc1-c1csc(Nc2ccc(F)cc2)n1,-11
Cc1cc2c(c(=O)n1CCc1ccccc1)C(c1cccc(Cl)c1)C(C#N)=C(N)O2 (centres undefined),-2
N#C/C(=C\c1cccn1-c1ccccc1)c1ccccc1,1

Later entries:
molecule,LDHA inh
CCNC(=O)Cn1c(CO)cnc1SCc1ccccc1Cl,1
COc1ccc(S(=O)(=O)N2CCC3(CC2)N=C(c2cccs2)C(=O)N3)cc1,0
O=C(Nc1cccc(S(=O)(=O)N2CCCCC2)c1)c1ccc(OCc2cn3ccccc3n2)cc1,-22
CCC(CC)NC(=O)c1cc(-c2ccccc2)nc2ccccc12,-18
COc1ccc(-c2cc3ccc(OS(C)(=O)=O)cc3oc2=O)c(OC)c1,-7
O=C(O)C1CCN(C(=O)CSc2nnc(-c3ccccc3F)n2C2CCCC2)CC1,10
COc1ccc(-c2cn3nc(N4CCCC(C(=O)NCCc5cccs5)C4)sc3n2)cc1 (centres undefined),13
N#Cc1ccccc1OCCCN1CCC(C(O)(c2ccccc2)c2ccccc2)CC1,1
O/N=C1\CCCc2c1nc(-c1ccc(F)cc1)n2O,3
O=C(c1ccc(Cl)cc1)N1CCCC(c2nc3ccccc3o2)C1 (centres undefined),1
O=C(COc1ccc2ccc(=O)oc2c1)Nc1ccc(F)c(F)c1F,-4
Cc1ccccc1C(=O)NC(NC(=O)c1ccccc1C)c1ccc(Br)cc1,12
CCOC(=O)[C@]12CCC=C1N(Cc1ccco1)C(=O)[C@H](CC(=O)N1CCN(C(=O)c3ccco3)CC1)C2,-2
CC(C)NC(=O)NCc1ccc(C(=O)NCC2(c3ccccc3)CCCC2)cc1,5
CC(=O)c1ccc(NC(=O)C2(c3ccc(C)cc3)CCCC2)cc1,1
CC1(c2nnnn2C2CCCCC2)CCC(=O)N1Cc1ccc2c(c1)OCO2 (centres undefined),3
O=C(OCc1ccc(F)cc1F)c1cccc([N+](=O)[O-])c1,0
Cc1ccc(C)c(NC(=O)C(Sc2ccc(S(=O)(=O)N3CCCC3)cn2)c2ccccc2)c1 (centres undefined),-21
O=C(CSc1nc2c(c(=O)[nH]1)CCCC2)Nc1oncc1-c1ccccc1,7
CC1CCCC(NC(=O)c2cnc(Cl)c(Cl)c2)C1 (centres undefined),-5
COCCOc1ccc(C(=O)/C=C/c2ccc(C#N)cc2)cc1OC,9
O=C(Cc1ccc(F)cc1)Nc1ccccc1C(F)(F)F,4
O=C1CN(S(=O)(=O)c2c(Cl)cccc2Cl)CCN1,-5
Cc1cc(C)cc(C(=O)NC23CC4CC(CC(C4)C2)C3)c1,3
CCCCCCOc1ccccc1/C=C(\C#N)C(=O)c1ccccc1,9

Ordered by SMILES length (descending): 3 of the compounds above
molecule,LDHA inh
O=C(COc1ccc2ccc(=O)oc2c1)Nc1ccc(F)c(F)c1F,-4
COCCOc1ccc(C(=O)/C=C/c2ccc(C#N)cc2)cc1OC,9
O=C(Cc1ccc(F)cc1)Nc1ccccc1C(F)(F)F,4

Additional records:
molecule,LDHA inh
CN1CCN(CCNC(=O)CC2CCN(C(=O)c3ccc4nc(-c5ccccc5)oc4c3)CC2)CC1,2
Cc1ccc(C(CCNCc2ccc(F)cc2)c2ccco2)cc1 (centres undefined),6
Cc1cc(Cl)ccc1NC(=O)c1ccc(NC(=O)C2=CSCCO2)cc1,-5
Cc1cccc(NC(=O)N2CCC(CCNS(=O)(=O)c3c(C)cc(C)cc3C)CC2)c1,-1
CCN1C(=O)CCc2cc(NS(=O)(=O)CC)ccc21,-6
Cc1ccc(-c2cc(C(=O)N(Cc3ccc(F)cc3)Cc3ccco3)no2)cc1,0
c1ccc2c(c1)ncn2-n1cccc1,-22
CCOc1ccc2nc(N3CCC(C(=O)NCCc4cc(OC)ccc4OC)CC3)sc2c1,3
Cc1ccc(COc2ccccc2C2C3=C(CC(C)(C)CC3=O)OC3=C2C(=O)CC(C)(C)C3)cc1,-3
CC(=O)N1CCN(c2ccc(NS(=O)(=O)c3ccc4c(c3)CC(=O)N4)cc2)CC1,13
COc1ccc(Cn2cc(CN3CC(N4CCSCC4)CS3(=O)=O)nn2)cc1 (centres undefined),-15
COc1ccccc1CNC(=O)c1ccc(-c2csc(C3CC3)n2)cc1,7
CN(Cc1ccc(C(F)(F)F)cc1)C(=O)C1CCCCC1,0
Cc1cccc(NC(=O)c2oc3ccccc3c2NC(=O)c2nn(-c3ccc(F)cc3)ccc2=O)c1,?
O=C(CCC(=O)c1cccs1)NCCC(=O)Nc1ccc(F)c(Cl)c1,-8
N#Cc1nc(COc2ccc3c(c2)OCO3)oc1NC1CCCCC1,1
O=C(CN1CCCCCC1)Nc1nc(-c2ccccc2)cc(-c2ccccc2)n1,-3
Cn1c(=O)[nH]c(=O)c2c1nc(SCCc1ccccc1)n2CC(O)COc1ccccc1 (centres undefined),-1
CO/N=C/c1ccccc1OCc1ccc(C(=O)OC)cc1,0
C/C(=N\NC(=O)c1ccc(C(C)(C)C)cc1)c1ccc(C)c(C)c1,0
COc1ccc2c(CCNC(=O)CSc3nc(Cl)nc4nc[nH]c34)c[nH]c2c1,2
COc1cccc2cc(C(=O)N(Cc3ccccc3)Cc3ccccc3)c(=O)oc12,3
COc1ccccc1N1CCN(CCS(C)(=O)=O)CC1,3
CC(C)c1ccc(S(=O)(=O)Nc2ccc3c(c2)CCN3S(C)(=O)=O)cc1,11
CCCCn1nc(C(=O)Nc2ncc(Cc3ccc(F)cc3)s2)ccc1=O,-7
Cc1ccc(CN(C(=O)c2cc(=O)c3cc(Cl)ccc3o2)c2ccccn2)cc1,9
Cc1ccc(C(=O)Nc2cccc(C(=O)N(C)C)c2)cc1,22
CC(C)C(=O)Nc1ccc2[nH]cc(C(C(=O)O)N3C[C@H](C)C[C@H](C)C3)c2c1 (some centres undefined),-2
CN(Cc1cccc(C#N)c1)C(=O)c1cnc2ccccc2n1,7
CC(C)C(=O)N(C)Cc1cc(=O)[nH]c2ccccc12,-8
CC(Sc1nnnn1C(C)(C)C)C(=O)c1cccc(Cl)c1 (centres undefined),0
CC1=C/C(=N\NC(=S)Nc2ccccc2F)CC1,-3
Cc1cc(S(=O)(=O)NCCO)c(C(C)C)cc1Br,7
CCOc1ccc(-n2c(SCC(=O)Nc3ccc(CC)cc3)nc3[nH]ncc3c2=O)cc1,0
Cc1ccc2[nH]cc(CCNC(=O)/C=C/c3ccccc3F)c2c1,8
Cn1cnc2c1c(=O)n(CC(=O)N1CC(C(=O)N3CCOCC3)Oc3ccccc31)c(=O)n2C (centres undefined),-17
N#CC(C(=O)C1CCCCC1C(F)(F)F)c1ccc(C(F)(F)F)cn1 (centres undefined),-1
O=C(Nc1ccc(OCc2ccccc2)cc1)C(c1ccccc1)c1ccccc1,0
FC(F)(F)c1cccc(-c2csc(-c3ccncc3)n2)c1,0
CCc1cc(Br)ccc1NC(=O)Nc1cccc(C(C)=O)c1,5
CCNC(=O)CN1CCN(C(C(=O)O)c2c[nH]c3ccc(OCc4ccccc4)cc23)CC1 (centres undefined),-6
CNc1oc(-c2cc(S(=O)(=O)N(C)c3ccccc3)c(C)o2)nc1C#N,3
O=C1NC[C@H](CCCCN2CCN(CCc3ccc(O)cc3)C(=O)C2=O)N(CCC2CCCCC2)C1=O,-3
O=C(O)c1ccccc1SC1=NS(=O)(=O)c2ccccc21,-1
CCc1ccc(CNC(=O)c2ccc3nc(CC)c(CC)nc3c2)cc1,6
O=C(Nc1ccc(Br)cc1)C(c1ccccc1)C1CCCC1 (centres undefined),-16
CCOC(=O)N1CCN(Cc2nc3c(c(=O)n(C)c(=O)n3C)n2CC(=O)OC)CC1,-3
CCOc1ccc(C(=O)Nc2ccc(N3CCN(C(=O)c4ccc(C)cc4)CC3)cc2)cc1,-7
O=c1sc2c(s1)SC1CCCCCCCCCCC1S2 (centres undefined),-2
c1ccc(-c2noc(CNC3CCCCC3)n2)cc1,4

Looked up above.
O=c1sc2c(s1)SC1CCCCCCCCCCC1S2 (centres undefined) in LDHA inh: -2
Cc1ccc(CN(C(=O)c2cc(=O)c3cc(Cl)ccc3o2)c2ccccn2)cc1 in LDHA inh: 9
O=C(O)c1ccccc1SC1=NS(=O)(=O)c2ccccc21 in LDHA inh: -1

More results
molecule,LDHA inh
Cc1ccc(-c2nc3cc(C)c(Br)c(C)n3c2Cc2cccc(Cl)c2)cc1,-1
COC(=O)c1ccc(CN(C)Cc2ccsc2)cc1,-1
O=C(OC1C=CC2COC1O2)c1ccccc1 (centres undefined),0
CC(C)NC(=O)C1(C)CN(S(C)(=O)=O)CC(=O)N1Cc1ccco1 (centres undefined),-2
COc1ccc(C(=O)COC(=O)Cc2coc3ccc4ccccc4c23)cc1OC,12
CCCNC(=O)Cn1cccc1-c1nc(-c2ccc(F)c(Br)c2)no1,0
O=C(Cc1c[nH]c2ccccc12)Nc1nc2ccccc2s1,8
